TNAP act hi DEA = TNAP activators at high phosphate acceptor level, primary screen, biochemical, luminescence, uHTS; Alkaline phosphatase, tissue-nonspecific isozyme (Homo sapiens), P05186; purified TNAP, CDP-star luminescence, 1 M DEA, 30 min; hits give high values; 0 = EDTA background, 1 = DMSO-only activity; activation factor at 20 µM; 200,000 tested, under 10 active; AID 1136, 2008;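 active = activation factor at least 2 at 20 µM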
Target sequence (P05186 whole entry, looked up): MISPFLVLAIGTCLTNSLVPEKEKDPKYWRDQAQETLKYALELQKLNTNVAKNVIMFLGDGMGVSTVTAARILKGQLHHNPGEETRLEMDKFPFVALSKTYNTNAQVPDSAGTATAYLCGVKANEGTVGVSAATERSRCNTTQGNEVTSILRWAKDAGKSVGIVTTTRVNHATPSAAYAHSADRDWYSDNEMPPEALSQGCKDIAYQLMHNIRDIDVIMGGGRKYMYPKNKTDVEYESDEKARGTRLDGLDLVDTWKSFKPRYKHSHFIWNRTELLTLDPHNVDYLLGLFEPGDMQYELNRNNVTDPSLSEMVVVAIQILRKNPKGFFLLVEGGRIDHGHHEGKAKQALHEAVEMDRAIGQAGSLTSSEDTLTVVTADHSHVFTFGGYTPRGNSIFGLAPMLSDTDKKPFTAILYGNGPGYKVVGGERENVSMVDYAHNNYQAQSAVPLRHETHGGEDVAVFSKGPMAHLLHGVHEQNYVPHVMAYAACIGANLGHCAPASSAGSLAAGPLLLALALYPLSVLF
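Measured by: Luminescent substrate turnover signal | Test system: Human TNAP | Input: TNAP 1/800 final | Dosing: 20 µM single point | Schedule: 30 min, room temperature | Controls: EDTA wells as negative control, DMSO wells as positive control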
FLuc inh counter = firefly luciferase enzyme inhibitors, primary screen, artefact control for luciferase-based inhibitor screens, biochemical, luminescence, ATPLite; 1.5% of 200,000 active; 10 min; Luciferin 4-monooxygenase (Photinus pyralis), P08659; AID 1006, 2008; inhibition, % at 10 µM;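 active = inhibition above about 50% when tested at 10 µM, limit read from the data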
RAM inhibit = inhibitors of the yeast RAM network, primary screen, dse1pr::URA3 reporter, 5-FOA selection; S. cerevisiae dse1pr::URA3 reporter, 5-FOA growth OD615, 2 d; analog-sensitive cbk1-as2 kinase mutant strain; inhibition, % at 50 µM; 1.8% of 190,000 active;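 active = inhibition above a set limit, 3 SD over mean compound inhibition, cut at about 8.4% in these data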;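 also: 0% = DMSO-only wells with no growth and 100% = 10 µM 1-NA-PP1 full growth; inhibition rescues growth on 5-FOA so higher OD means more RAM inhibition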
bIAP inh = bovine intestinal alkaline phosphatase inhibitors, primary screen, selectivity assay for TNAP inhibitor project, biochemical, bovine IAP, CDP-star luminescence; purified bovine IAP, 30 min; inhibition, % at 20 µM; 190,000 tested, under 10 active; AID 1019, 2008;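 active = over 50% inhibition of intestinal alkaline phosphatase at 20 µM in the single-dose screen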
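Assay system – bovine IAP enzyme · Quantity – bovine IAP at 1/65,000,000 final dilution · Detection – CDP-star luminescence signal · Times – 30 min reaction at room temperature · Also added – CDP-star substrate at 30 µM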
Lmaj promast = Leishmania major promastigote growth inhibition, primary screen | Leishmania major promastigotes, resazurin fluorescence viability | inhibition, % at 10 µM | 9% of 200,000 active; in the data active = inhibition above about 50%;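 also: promastigotes grown with compound for 44 hours at 28 °C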
bIAP activator = bovine intestinal alkaline phosphatase activators, primary screen, biochemical, bovine IAP, CDP-star luminescence. 0.17% of 200,000 active. activation factor at 20 µM. AID 1016, 2008. purified bovine IAP, 30 min; hits give high values; fold of DMSO-control signal, blank-subtracted. alkaline phosphatase, intestinal [Bos taurus];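 active = activation factor of 2 or more at 20 µM, a signal rise over negative controls twice the positive control's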
APP transl inh = inhibitors of APP translation via 5'UTR reporter, primary screen, APP 5'UTR luciferase, SH-SY5Y cells; 0.82% of 190,000 active; inhibition, % at 2 µM; SH-SY5Y APP 5'UTR-luciferase reporter, luminescence; AID 1285, 2008;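 active = inhibition above a set limit, derived from the sample mean plus 3 SD, cut at about 45% in these data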; also: values of inactives mirror those of a sister screen read the other way
TNAP inh no acc = human TNAP enzyme inhibitors, primary screen, biochemical, luminescent, no phosphate acceptor, uHTS. Alkaline phosphatase, tissue-nonspecific isozyme (Homo sapiens), P05186. purified TNAP, CDP-star luminescence, 30 min. inhibition, % at 20 µM. 0.26% of 200,000 active. AID 1012, 2008;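 active = tissue-nonspecific alkaline phosphatase inhibition above about 50% at 20 µM in the single-dose screen, limit read from the data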;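 also: 0% = DMSO negative control and 100% = EDTA positive control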
FLuc stim CS = FLuc activators, initial screening, artefact control for FLuc-dependent activation tests, biochemical, ATPlite luminescence; Luciferin 4-monooxygenase (Photinus pyralis), P08659; ATPlite luciferase biochemical, 10 min; 0 = ATP-free wells, 1 = DMSO control; activation factor at 10 µM; 200,000 tested, under 10 active;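 active = luciferase activation factor, scaled between plate controls, of at least 2 with compound at 10 µM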
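System: Luciferase/luciferin detection reagent, cell-free biochemical luciferase assay | Medium: PBS buffer for ATP | Dosing: Test compounds dosed from 2 mM stocks in 100% DMSO | Timing: 10 min at ambient temperature | Signal: Luminescence measurement of luciferase light output | Evaluation: Luciferase activation, seen as luminescence increase over controls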
TNAP inh hiacc = human TNAP enzyme inhibitors, primary screen, biochemical, luminescent, high phosphate acceptor level, uHTS; Alkaline phosphatase, tissue-nonspecific isozyme (Homo sapiens), P05186; purified TNAP, CDP-star luminescence, 1 M DEA; inhibition, % at 20 µM; 0.03% of 200,000 active;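 active = over 50% inhibition of tissue-nonspecific alkaline phosphatase at 20 µM in the single-dose screen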;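 also: plate controls were DMSO wells for no effect and EDTA-quenched wells as full inhibition for full effect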
Numbers without * were called inactive.

1	CCCCCCn1c(=O)c(C(=O)Nc2cnccn2)c(O)c2ccccc21
2	Cc1ccccc1N1C(=O)NC(=O)/C(=C\c2cc(C)n(C)c2C)C1=O
3	COc1ccc(Cn2c(N)c(C(=O)NCc3ccco3)c3nc4ccccc4nc32)cc1
4	O=C1NC(=O)C(CCc2ccncc2)(CCc2ccncc2)C(=O)N1Cc1ccc(F)cc1
5	CC(C)(C)C(=O)OC[N+](C)(C)CCOC(=O)C(O)(c1ccccc1)C1CCCC1 (stereo unspecified)
6	CCCCNC(=O)Nc1ccc(C(O)(C(=O)OC)C(F)(F)F)cc1 (stereo unspecified)
Screen / compound no. | 1 | 2 | 3 | 4 | 5 | 6
TNAP act hi DEA | 1 | 0.9 | 1 | 1 | 1 | 1
FLuc inh counter | -2 | -6 | -4 | -5 | -6 | 7
RAM inhibit | 8.7* | 1.5 | 6.3 | 0.2 | 3.7 | 1.9
bIAP inh | 7 | 4 | 3 | -1 | -9 | 8
Lmaj promast | 100* | 3 | 36 | 1 | -8 | 0
bIAP activator | 0.9 | 1 | 1 | 1 | 1.1 | 0.9
APP transl inh | 15 | -39 | 3 | -2 | -27 | 2
TNAP inh no acc | -1 | 17 | -4 | 1 | -10 | -2
FLuc stim CS | 1 | 1.1 | 1 | 1 | 1.1 | 0.9
TNAP inh hiacc | -4 | 6 | -2 | -1 | -4 | -2

7	CCOC(=O)c1ccc2c(c1)n(Cc1ccccc1)c(C)[n+]2CC
8	O=C(/C=C/c1ccc2c(c1)OCO2)c1c(O)n(CCC2=CCCCC2)c(=O)[nH]c1=O
9	O=C1NC(=S)N(c2ccc(F)cc2)C(=O)/C1=C\c1ccoc1
10	CCOC(=O)C1C(=O)N(C)C2(C)CC1c1ccccc1O2 (stereo unspecified)
11	CC(=NC1CCN(Cc2ccccc2)CC1)c1c(O)n(C)c(=O)n(C)c1=O
12	CN1C(=O)C(=Cc2ccc(N3CCOCC3)o2)C(=O)N(C)C1=O
Screen / compound no. | 7 | 8 | 9 | 10 | 11 | 12
TNAP act hi DEA | 1 | 0.9 | 1 | 1 | 1.1 | 0.6
FLuc inh counter | -6 | -6 | -8 | -7 | -5 | 17
RAM inhibit | 1.2 | 2.5 | 0.1 | -0.1 | 1.2 | 0.2
bIAP inh | 4 | -50 | 2 | 7 | 5 | -1
Lmaj promast | -1 | 32 | -8 | -9 | 1 | -2
bIAP activator | 1 | 1.5 | 1 | 0.9 | 0.9 | 1
APP transl inh | -41 | 16 | -9 | 2 | 1 | -12
TNAP inh no acc | -6 | 1 | 27 | -5 | -11 | 25
FLuc stim CS | 1.1 | 1.1 | 1.1 | 1.1 | 1 | 0.8
TNAP inh hiacc | -1 | 6 | 0 | -1 | -7 | 38

Fetched one by one from the entries so far, five records:
3	COc1ccc(Cn2c(N)c(C(=O)NCc3ccco3)c3nc4ccccc4nc32)cc1
9	O=C1NC(=S)N(c2ccc(F)cc2)C(=O)/C1=C\c1ccoc1
7	CCOC(=O)c1ccc2c(c1)n(Cc1ccccc1)c(C)[n+]2CC
12	CN1C(=O)C(=Cc2ccc(N3CCOCC3)o2)C(=O)N(C)C1=O
4	O=C1NC(=O)C(CCc2ccncc2)(CCc2ccncc2)C(=O)N1Cc1ccc(F)cc1
Screen / compound no. | 3 | 9 | 7 | 12 | 4
TNAP act hi DEA | 1 | 1 | 1 | 0.6 | 1
FLuc inh counter | -4 | -8 | -6 | 17 | -5
RAM inhibit | 6.3 | 0.1 | 1.2 | 0.2 | 0.2
bIAP inh | 3 | 2 | 4 | -1 | -1
Lmaj promast | 36 | -8 | -1 | -2 | 1
bIAP activator | 1 | 1 | 1 | 1 | 1
APP transl inh | 3 | -9 | -41 | -12 | -2
TNAP inh no acc | -4 | 27 | -6 | 25 | 1
FLuc stim CS | 1 | 1.1 | 1.1 | 0.8 | 1
TNAP inh hiacc | -2 | 0 | -1 | 38 | -1

New compounds follow
13	CCOc1cc(C2C(C#N)=C(N)Oc3c2c(=O)oc2ccccc32)ccc1OC(=O)c1cccs1 (stereo unspecified)
14	O=c1c2ccccc2ncn1-c1ccc([N+](=O)[O-])c(C(F)(F)F)c1
15	Cn1cccc1CN1CCN(C(=O)COc2ccccc2)CC1
16	O=C1c2ccccc2C(=O)N1Cc1nc2ccccc2c(=O)n1-c1ccc(Br)cn1
17	O=C1/C(=C/c2cccnc2)N2CCC1CC2
18	CN1CCN(C(=O)COc2ccc(C(C)(C)C)cc2Br)CC1
Screen / compound no. | 13 | 14 | 15 | 16 | 17 | 18
TNAP act hi DEA | 1 | 1 | 1 | 1 | 1.1 | 1.1
FLuc inh counter | -5 | -3 | -5 | -1 | -1 | 13
RAM inhibit | 8.9* | 3.0 | 2.2 | 6.1 | 0.1 | 0.8
bIAP inh | -2 | 14 | -4 | 9 | 8 | -8
Lmaj promast | -8 | 25 | 1 | -4 | 1 | 60*
bIAP activator | 1 | 0.9 | 1 | 0.9 | 0.9 | 1.1
APP transl inh | 8 | 3 | -12 | -6 | -4 | 1
TNAP inh no acc | 4 | -4 | -10 | -9 | -12 | -12
FLuc stim CS | 1.1 | 1 | 1 | 1 | 1 | 0.9
TNAP inh hiacc | -4 | -3 | -2 | -4 | -5 | -5

19	Cc1c(C(=O)C(=O)N2CCC3(CC2)OCCO3)c2ccccc2n1C
20	CCOC(=O)C(O)(c1ccc(NC(=S)NC(=O)c2ccc(Cl)cc2Cl)cc1)C(F)(F)F (stereo unspecified)
21	CN(C)c1nc(-c2ccccc2)[n+](C)s1
22	COc1ncccc1C(=O)NCC(CC(=O)O)c1ccccc1 (stereo unspecified)
23	COc1ccc2[nH]cc(CCN(C)C)c2c1
24	CCN(CC)CCCNC(=O)c1c(O)c2ccccc2n(Cc2ccccc2)c1=O
25	CCC(C)NC(=O)c1c(N)n(Cc2ccc3c(c2)OCO3)c2nc3ccccc3nc12 (stereo unspecified)
26	CCOC(=O)C1(CCCc2ccccc2)CCN(C2CCC2)CC1
Screen / compound no. | 19 | 20 | 21 | 22 | 23 | 24 | 25 | 26
TNAP act hi DEA | 1 | 1 | 1 | 1.1 | 1 | 1 | 1.1 | 1
FLuc inh counter | 3 | -3 | -4 | -8 | -2 | -9 | -7 | -4
RAM inhibit | -0.1 | 3.0 | 0.7 | 1.3 | 1.1 | -0.2 | 6.9 | -0.3
bIAP inh | 4 | 16 | 1 | 0 | -1 | -11 | -6 | -7
Lmaj promast | -12 | 67* | 2 | -7 | -2 | 100* | 65* | 11
bIAP activator | 1 | 0.8 | 1 | 1 | 1 | 1.1 | 1.1 | 1.1
APP transl inh | 3 | 6 | 6 | -8 | -8 | -18 | 5 | 14
TNAP inh no acc | 2 | 10 | -9 | -5 | -12 | -5 | -16 | 4
FLuc stim CS | 1 | 1 | 1 | 1.1 | 1 | 1.1 | 1.1 | 1
TNAP inh hiacc | 0 | 0 | -2 | -6 | 0 | -2 | -6 | 0

A different layout for some results above:
[24] CCN(CC)CCCNC(=O)c1c(O)c2ccccc2n(Cc2ccccc2)c1=O
  TNAP act hi DEA = 1
  FLuc inh counter = -9
  RAM inhibit = -0.2
  bIAP inh = -11
  Lmaj promast = 100*
  bIAP activator = 1.1
  APP transl inh = -18
  TNAP inh no acc = -5
  FLuc stim CS = 1.1
  TNAP inh hiacc = -2

[21] CN(C)c1nc(-c2ccccc2)[n+](C)s1
  TNAP act hi DEA = 1
  FLuc inh counter = -4
  RAM inhibit = 0.7
  bIAP inh = 1
  Lmaj promast = 2
  bIAP activator = 1
  APP transl inh = 6
  TNAP inh no acc = -9
  FLuc stim CS = 1
  TNAP inh hiacc = -2

This is a subset. The share of hits here may be higher or lower than overall.
